# Screens (PubChem)
# GlmU inhibition: inhibition of mycobacterial GlmU enzyme – biochemical, glucosamine-1-phosphate acetyltransferase (AID 1376). M. tuberculosis GlmU acetyltransferase enzyme assay; higher % means a stronger effect. one-dose inhibition, %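 (tested at 30 µM in the primary screen)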; IC50 in µM for titrated hits. hit rate 0.25% among 220,000; in the data active = inhibition above about 13%;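 note: 0% = complete reaction with vehicle and 100% = reaction without substrate; strong numbers were not always called active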
# RmlCD inh 1536: M. tuberculosis RmlC/RmlD inhibition; inhibition, % at 3.6 µM; AID 1533; P9WH09+P9WH11; RmlC+RmlD coupled enzyme assay, percent inhibition; primary screen in compound mixtures; hit rate 0.03% among 160,000; in the data active = inhibition mostly above about 34%, no sharp cut-off; note: some results filed as inactive read as strong as hits
# Target sequence (P9WH09 whole entry, looked up): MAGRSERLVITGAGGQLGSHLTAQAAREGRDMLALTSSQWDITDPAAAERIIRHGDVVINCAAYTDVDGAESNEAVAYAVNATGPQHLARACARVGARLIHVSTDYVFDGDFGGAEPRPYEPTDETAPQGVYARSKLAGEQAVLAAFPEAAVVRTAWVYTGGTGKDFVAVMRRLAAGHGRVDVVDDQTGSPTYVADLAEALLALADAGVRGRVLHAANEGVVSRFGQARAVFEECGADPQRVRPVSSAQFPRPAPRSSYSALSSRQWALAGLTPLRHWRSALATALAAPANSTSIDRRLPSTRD
# Target sequence (P9WH11 whole entry, looked up): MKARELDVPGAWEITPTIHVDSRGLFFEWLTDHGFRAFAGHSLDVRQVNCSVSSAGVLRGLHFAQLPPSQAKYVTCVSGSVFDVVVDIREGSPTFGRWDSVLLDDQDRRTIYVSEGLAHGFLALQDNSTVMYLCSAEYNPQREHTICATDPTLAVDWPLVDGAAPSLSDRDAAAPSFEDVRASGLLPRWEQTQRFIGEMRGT
# * marks the source's active call; other numbers are inactive results; · = no result given. This is a subset. The share of hits here may be higher or lower than overall.
SMILES,GlmU inhibition,RmlCD inh 1536
CCN(CC)c1ccc(/C=N/Nc2nc(C)cc(=O)[nH]2)cc1,·,21
CC(=O)Nc1ccc(-n2c(C)ccc2C)cc1,3.0%,0
CC12CCC(C(=O)O)(c3nc4cc([N+](=O)[O-])ccc4nc31)C2(C)C (configuration not stated),-0.7%,7
C[C@@H]1C=C[C@](Cc2ccccc2)(C(=O)NCCc2c[nH]c3ccccc23)N1C(=O)c1ccccc1,-1.2%,·
CC1(C)CC(=O)C2=C(C1)N(c1ccc(F)cc1)C(=O)C2(NC(=O)c1ccccc1)C(F)(F)F (configuration not stated),-0.5%,3
COc1ccc(C2(C(=O)Nc3ccc(C)c(C)c3)CCOCC2)cc1,-0.9%,-12
COc1ccc(Cl)cc1C(=O)NCC#N,-0.3%,·
O=c1cc(CO)oc(CN2CCN(c3cccc(C(F)(F)F)c3)CC2)c1O,-3.2%,14
CCc1ccccc1NNC(=O)c1snnc1C,·,-5
C[C@H](NC(=O)OCc1ccccc1)c1nnc([C@H](Cc2ccccc2)NC(=O)OC(C)(C)C)o1,-2.7%,·
COc1ccc(OCCNS(=O)(=O)c2ccccc2)cc1,7.8%,24
CC[N+](CC)(CC)CCCCOc1ccc2c(c1)C(=O)c1cc(OCCCC[N+](CC)(CC)CC)ccc1-2,-11%,-3
COc1ccc(C(=O)C2CCCN(Cc3ccccn3)C2)c(OC)c1 (configuration not stated),8.4%,2
O=S(=O)(c1cccc(Cl)c1)N1CCCC1,1.2%,·
CCOC(=O)c1c(NC(=O)CN2CCCCC2)sc2c1CCCC2O (configuration not stated),8.9%,-11
Cc1cc(C)cc(N(C(=O)Cn2nnc(-c3ccccc3)n2)C(C(=O)NC2CCCCC2)c2ccccn2)c1 (configuration not stated),1.5%,7
CSc1nc2c(c(C(F)(F)F)n1)CC(C)CC2 (configuration not stated),-2.4%,5
CC1(c2nnc(-c3ccncc3)o2)CC(c2ccc(Cl)cc2)=NO1 (configuration not stated),0.2%,·
CCOC(=O)C(Sc1ncc(C#N)c(N)n1)C(C)C (configuration not stated),-2.1%,-6
CCC(=O)Oc1ccc(NC(=O)c2ccco2)cc1,0.5%,36
CC(C)c1nc(Cl)c(C#N)c2c1CCC2,·,-12
CCOC(=O)c1ccc(NC(=O)C(=O)NCCc2ccc(OC)cc2)cc1,-1.3%,3
CCCCc1cc(=O)oc2c(C)c(OCc3nn[nH]n3)ccc12,3.2%,-8
CC(C)Nc1ccc(Nc2ccnc3cc4ccccc4cc23)cc1,-15%,5
Cc1ccc(Nc2nc(-c3ccc(O)c(O)c3)cs2)nc1,7.6%,5
COc1ccc(CCNC(=O)CCC(=O)N2CCN(S(=O)(=O)c3ccccc3)CC2)cc1OC,2.0%,6
Cc1ccc(CN2CCN(Cc3ccc(Oc4ncccn4)cc3)CC2CCO)cc1 (configuration not stated),8.3%,3
FC(F)(F)c1ccc(Oc2ccccc2Cl)nc1,-0.5%,9
Cc1cccc(C)c1N(CC(=O)N/N=C/c1cc(Br)c(C)o1)S(C)(=O)=O,-0.1%,6
O=C(Nc1nncs1)C1c2ccccc2Oc2ccccc21,3.1%,·
CCOC(=O)C1=C(C)NC(C)=C(C(=O)OCC)C1c1ccco1,3.4%,0
CCN1CCN(c2cc(C(C)(C)C)nc3c(-c4ccccc4)c(C)nn23)CC1,-3.6%,·
NS(=O)(=O)c1ccc2nc(NC(=O)c3ccncc3)sc2c1,-6.7%,·
CCC(=O)Nc1cc(C)c(NC(=O)c2ccco2)cn1,0.5%,12
O=[N+]([O-])c1cc(C2Nc3cccc4cccc(c34)N2)ccc1Cl,3.0%,4
O=C(Nc1cc2c(cc1Br)OCCO2)c1cccs1,-0.9%,·
CCn1c(CNC(=O)c2ccco2)nnc1SCC(=O)Nc1cccc(F)c1,-1.8%,·
CC(Cc1ccccc1)NC(=O)C1CCCNC1=O (configuration not stated),1.6%,8
COc1ccc(S(=O)(=O)n2nc(OC(C)=O)cc2N(C(C)=O)C(C)=O)cc1,2.2%,·
COC(=O)c1ccc(CN2C(=O)NC3(CCCc4ccccc43)C2=O)o1 (configuration not stated),-1.5%,·
O=C(O)COCC(=O)Nc1ccccc1-c1ccccc1,2.1%,·
Cc1c(NC(=O)C(C)OC(=O)CC2CC3CCC2C3)c(=O)n(-c2ccccc2)n1C (configuration not stated),0.5%,·
N#CC1=C(N)OC2=C(C(=O)CCC2)C1C1CC=CCC1 (configuration not stated),6.3%,·
c1coc(-c2ccnc3ncnn23)c1,9.4%,-8
CC(=O)c1sc2nsc(SCCN3CCCC3)c2c1N,·,18
O=C(NC1CCCC1)c1ccc(Br)o1,2.4%,·
Cc1cc(S(=O)(=O)Nc2c(C)nn(C)c2C)c(Cl)cc1Cl,-6.4%,-3
Cc1nn(-c2nnc(NCc3ccccc3)nn2)c(C)c1Br,-2.9%,4
O=C(Nc1ccc(F)cc1)Nc1ccccc1N1CCCCC1,-7.2%,7
O=C(C1CCC(CNS(=O)(=O)c2cccc3nsnc23)CC1)N1CCN(c2ccccn2)CC1 (configuration not stated),7.4%,-11
# (next part)
SMILES,GlmU inhibition,RmlCD inh 1536
CCN(CC)c1ccc2cc(-c3nc4ccccc4[nH]3)c(=O)oc2c1,4.8%,15
CSc1nc2ccc(NS(=O)(=O)c3c(Cl)cccc3Cl)cc2s1,-6.7%,·
CCOc1ccc(NC(=O)CN2C(=O)CSC2=O)cc1,-3.7%,0
O=C(Cc1c(Cl)cccc1Cl)NC1=NCCS1,8.7%,9
COC(=O)C1=C(O)/C(=C/c2cccc(OC)c2O)N=C1C,-1.9%,·
CSc1nnc(C)c(=O)n1COC(=O)/C=C/c1ccccc1,3.1%,-9
O=C(CCCOc1ccccc1)Nc1ccc(S(=O)(=O)N2CCOCC2)cc1,-2.1%,·
CCOc1ccc(CCNC(=O)COC(=O)c2cccnc2OCC)cc1OCC,1.2%,7
C/C(CC(=O)Nc1ccc(N(C)C)cc1)=N\NC(=O)C(=O)NCc1ccccc1,5.4%,·
COc1ccccc1-c1nc(C#N)c(N2CC(C)CC(C)C2)o1 (configuration not stated),0.7%,20
COc1ccc(Cl)cc1N1Cc2ccccc2C1,0.1%,-3
COc1cccc(-c2cc(C(=O)Nc3cc(C)n(Cc4ccc(Cl)cc4)n3)no2)c1,1.5%,·
CSc1nnc(-c2ccccc2)n1N,6.9%,·
Cc1cccc2cc(C#N)c(N3CCCC3)nc12,-3.0%,2
CCn1c(SC)nnc1-c1nnc(SC)n1CC,0.8%,-2
Cc1sc2c(=O)n3c(nc2c1C(=O)NCCCN1CCOCC1)CCCCC3,2.9%,0
CCCCn1c(SCC(=O)Nc2cccc(C)n2)nnc1-c1ccco1,2.6%,2
COc1cccc2cc(C(C)OC(=O)Nc3ccc(C)cc3)oc12 (configuration not stated),-3.6%,-11
CC(=NCc1ccco1)c1c(O)n(Cc2ccccc2)c(=O)[nH]c1=O,1.2%,·
CCCCc1ccc(NC(=S)N2CCCC(CO)C2)cc1 (configuration not stated),3.5%,·
CNC(=O)Nc1ccccc1C(=O)Nc1ccccc1,1.9%,1
CC(NC(=O)COC(=O)CC(c1ccccc1)c1ccccc1)c1ccccc1 (configuration not stated),5.4%,6
Cc1cc2nc3c(nc2cc1C)C1(C(=O)N(C)C)CCC3(C)C1(C)C (configuration not stated),1.1%,·
Cc1onc(-c2ccccc2)c1C(=O)N/N=C/c1cc2c(cc1Br)OCO2,-4.8%,26
CCNc1nc(NCC)n2c(SCC(=O)N3CC4(C)CC3CC(C)(C)C4)nnc2n1 (configuration not stated),1.3%,4
CC(C)(C)c1ccc(OCCOCCn2cnc3ccccc3c2=O)cc1,2.3%,-8
CC(C(=O)O)c1ccc(-c2ccccc2)c(F)c1 (configuration not stated),-1.7%,·
O=C(NCC1CCCO1)C1CCN(C2CCN(CCCC3CCCC3)CC2)CC1 (configuration not stated),-0.7%,24
Cc1cc(OCC(=O)Nc2ccc(N3CCCC3)cc2)cc(C)c1Cl,-8.1%,4
COC(=O)c1cn(Cc2ccc(C(F)(F)F)cc2)cc(F)c1=O,1.8%,-4
O=C(Nc1ccc(N2CCCCC2)cc1)C(Cl)c1ccccc1 (configuration not stated),-1.1%,4
O=C(NNc1cccc(Cl)n1)Nc1ccccc1F,0.7%,-7
Cc1ccc(CNC(C)c2ccccc2)cc1 (configuration not stated),9.4%,1
COc1cccc(C(=O)NNC(=O)CCc2ccccc2)c1,1.4%,-10
Cc1nnc(NC(=O)CSc2ncnc3scc(-c4ccccc4)c23)s1,-2.9%,16
Cc1ccc2[nH]c3c(c2c1)CN(C)CC3,-0.9%,·
CCS(=O)(=O)N1CCCC(C(=O)NCc2ccc(C)cc2)C1 (configuration not stated),-8.5%,·
Cc1nnc(NC(=O)C2COc3ccccc3O2)s1 (configuration not stated),-2.4%,·
O=C(CCC1COc2ccccc2O1)Nc1cccnc1 (configuration not stated),1.2%,0
Cc1cc(C(=O)NCCCN(C)C)c2ccccc2n1,-0.9%,3
O=C(CCn1cccc1)NCc1ccccc1,4.2%,·
CCOc1ccccc1CN1CCN(Cc2cccc3nonc23)CC1CCO (configuration not stated),-2.0%,-16
CN1CCN(CCCNC(=O)c2cn(C)c3ccc(S(=O)(=O)N(C)C)cc3c2=O)CC1,1.6%,-6
CCN(CC)c1ccc(N=Cc2c(O)n(Cc3ccco3)c(=O)[nH]c2=O)cc1,-1.5%,10
CCOc1cc(C=O)cc(Cl)c1OCC(N)=O,-0.5%,7
Cc1cc(C(=O)NCc2ccco2)on1,8.8%,5
COc1ccc(NC2(c3ccc(Cl)cc3)C(=O)c3ccccc3C2=O)cc1,1.4%,·
Cc1ccc(C)c(C(=O)CSc2nnc(C)s2)c1,-1.6%,-3
CCOC(=O)c1cc(C#N)c(Oc2cccc(C(F)(F)F)c2)nc1-c1ccccc1,-0.1%,-5
O=C(c1ccc(F)cc1)n1cc(C(=S)N2CCOCC2)c2ccccc21,5.4%,·

# No new results follow: entries from further up.
SMILES,GlmU inhibition,RmlCD inh 1536
Cc1cc(OCC(=O)Nc2ccc(N3CCCC3)cc2)cc(C)c1Cl,-8.1%,4
COC(=O)c1cn(Cc2ccc(C(F)(F)F)cc2)cc(F)c1=O,1.8%,-4
O=C(Nc1ccc(N2CCCCC2)cc1)C(Cl)c1ccccc1 (configuration not stated),-1.1%,4
O=C(NNc1cccc(Cl)n1)Nc1ccccc1F,0.7%,-7
Cc1ccc(CNC(C)c2ccccc2)cc1 (configuration not stated),9.4%,1
COc1cccc(C(=O)NNC(=O)CCc2ccccc2)c1,1.4%,-10
Cc1nnc(NC(=O)CSc2ncnc3scc(-c4ccccc4)c23)s1,-2.9%,16
Cc1ccc2[nH]c3c(c2c1)CN(C)CC3,-0.9%,·
CCS(=O)(=O)N1CCCC(C(=O)NCc2ccc(C)cc2)C1 (configuration not stated),-8.5%,·
Cc1nnc(NC(=O)C2COc3ccccc3O2)s1 (configuration not stated),-2.4%,·
O=C(CCC1COc2ccccc2O1)Nc1cccnc1 (configuration not stated),1.2%,0
Cc1cc(C(=O)NCCCN(C)C)c2ccccc2n1,-0.9%,3
O=C(CCn1cccc1)NCc1ccccc1,4.2%,·
CCOc1ccccc1CN1CCN(Cc2cccc3nonc23)CC1CCO (configuration not stated),-2.0%,-16
CN1CCN(CCCNC(=O)c2cn(C)c3ccc(S(=O)(=O)N(C)C)cc3c2=O)CC1,1.6%,-6
CCN(CC)c1ccc(N=Cc2c(O)n(Cc3ccco3)c(=O)[nH]c2=O)cc1,-1.5%,10
CCOc1cc(C=O)cc(Cl)c1OCC(N)=O,-0.5%,7
Cc1cc(C(=O)NCc2ccco2)on1,8.8%,5
COc1ccc(NC2(c3ccc(Cl)cc3)C(=O)c3ccccc3C2=O)cc1,1.4%,·

# Quoted at random: two compounds from above
SMILES,GlmU inhibition,RmlCD inh 1536
CN1CCN(CCCNC(=O)c2cn(C)c3ccc(S(=O)(=O)N(C)C)cc3c2=O)CC1,1.6%,-6
O=C(CCn1cccc1)NCc1ccccc1,4.2%,·

# (next part)
SMILES,GlmU inhibition,RmlCD inh 1536
COc1ccc(C=C2C(=O)OC(C)(C)OC2=O)cc1OC,-0.8%,10
O=C(O)c1cccc(N/N=C/C2=C(Cl)c3cc(Cl)ccc3SC2)c1,9.4%,2
CCCc1ccc(C(=O)[C@@H]2[C@@H](C(C)=O)N3c4ccc(F)cc4C=C[C@@H]3[C@@]23C(=O)Nc2ccccc23)cc1,2.0%,·
Cc1ccccc1NS(=O)(=O)c1ccc(NC(=O)c2ccco2)cc1,2.0%,·
CCCN(CCC)C(=O)CSc1nc2ccsc2c(=O)n1NC(=O)c1ccccc1,2.2%,6
CC(C)(C)Cc1nc(-c2ccc(Cl)cc2)no1,-1.2%,-5
COc1cc(/C=C(/C#N)C(=O)Nc2ccc(Cl)cc2)ccc1Oc1nc(Cl)ncc1F,-1.5%,6
O=C(O)CN1C(=O)CN=C(c2ccccn2)c2cc(Cl)ccc21,6.1%,·
Cc1ccc(OCC(=O)N2N=C(c3ccc(Cl)cc3)CC2c2ccco2)c([N+](=O)[O-])n1 (configuration not stated),3.5%,4
O=C(COc1cc(O)c2c(=O)c3ccccc3oc2c1)OCc1ccccc1,-4.6%,·
COc1cc(OC)cc(C(=O)NC(C(=O)O)C23CC4CC(CC(C4)C2)C3)c1 (configuration not stated),8.9%,3
CC1(C)CC(=O)C/C(=N/Nc2nc3ccccc3s2)C1,3.0%,-10
O=C(c1nn(Cc2ccccc2)c(=O)c2ccccc12)N1CCN(C/C=C/c2ccccc2)CC1,1.1%,·
COC(=O)Nc1ccc(S(=O)(=O)N(C)C)cc1,0.3%,-4
CCOC(=O)COc1ccc(S(=O)(=O)N2CCN(c3ccc(OC)cc3)CC2)cc1,-4.0%,-5
Cc1ccc(Oc2ccc(S(=O)(=O)N3CCOCC3)cc2C(N)=O)c(-n2nc3ccccc3n2)c1,-2.2%,7
O=C(CSc1nnc(-c2ccc3c(c2)OCO3)o1)Nc1ncc(C(F)(F)F)cc1Cl,-2.0%,13
Cc1nn(CC(=O)c2ccc(Cl)s2)c(C)c1[N+](=O)[O-],3.2%,10
